IkB signaling: IkB pathway inhibition in ABC-DLBCL cells. ABC-DLBCL IkBa-CBG/CBR dual luciferase ratio, 4 h; response scale: scaled: untreated 0%, proteasome inhibitor 100%. Potency, µM (series often up to 57.1 µM), inactives show at the highest dose IkBa stabilization activation. actives 0.04% (n = 110,000); active = well fitted curve in the direction sought with a large enough effect in the signal ratio, not every such curve was filed as active; inconclusive = small, poorly fitted or top-dose-only effect, or a change in a side signal; the % refers to the signal ratio;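 note: the direction sought is a rising ratio; 0% = basal untreated cells and 100% = reference inhibitor full response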
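In this assay, an IκBα–CBG68 fusion accumulates when IKK-driven degradation is blocked; native CBR normalizes for cell number. OCI-Ly3 cells were treated 4 h with compound and doxycycline, then green and red light read after Chroma-Glo addition.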
Peg3 imprint: inducers of genomic imprint erasure in mouse ES cells; actives 0.02% (n = 110,000); Potency, µM (titrated, usually from 60.7 µM), inactives show top-dose activity change, positive = activation, usual class: activators; mouse ES Peg3-LacZ reporter, beta-gal luminescence, 40 h;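 note: 0% = negative control wells on the plate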
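Each well holds 300 Peg3LacZ-Neo (maternal) female ES cells incubated 40 h at 37C, 5% CO2. LacZ is measured by BetaGlo luminescence, with AC50 and maximum efficacy derived from dose-response curves.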
p53ts 32C kill: kills p53ts cells at the permissive temperature; H1299-p53A138V at 32C, ATP luminescence viability, 24 h; Potency, µM (top dose mostly 46.1 µM), for inactives: at the top dose activity change, negative = cytotoxicity, hits mostly cytotoxic; actives 0.93% (n = 130,000); AID 924;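 note: 0% = DMSO and -100% = full killing by reference compound; nearly all actives have a fitted effect of over 55% in size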
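Viability by ATPlite luminescence after 24 h compound treatment (up to 46 uM) at the permissive 32C. Cells are H1299 carrying p53 A138V. Scale runs from DMSO basal to 100 uM tamoxifen as full kill; AC50 from Hill fits.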
p53ts 39C tox: cytotoxicity in p53ts cells at nonpermissive temperature; H1299-p53A138V viability at 39C, ATP luminescence, 24 h; Potency, µM (series often up to 46.1 µM), without a hit: at the top dose activity change, negative = cell killing, hits mostly cytotoxic; actives 1.5% (n = 130,000); note: nearly all actives have a fitted effect of over 55% in size
Active calls of the source: *; ? = inconclusive; / = not tested or not shown; [ ] = dose if it differs, or a comment. Unless noted, calls come from the whole dose curve; as a rule, active = well fitted curve in the direction sought with a large enough effect; inconclusive = small, poorly fitted or top-dose-only effect, or another doubt; inactive = no such curve, though single readings can be large; an effect the other way counts as inactive or inconclusive. Unless noted, % is set by controls: 0 for no effect and ±100 for the full control effect; potency is the fitted concentration of half-maximal effect.

No.	SMILES	IkB signaling	Peg3 imprint	p53ts 32C kill	p53ts 39C tox
1	O=C(OCc1nnc(-c2ccccc2)o1)c1cn(-c2ccccc2)nc1-c1ccccc1	3.0%	-26%	1%	4%
2	Cc1ccc(NC(=O)c2ncoc2-c2ccco2)cc1Cl	1.6%	-11%[10.9 µM]	-10%	-2%
3	Cc1cccc(C2N(c3nccs3)C(=O)C3CCCN32)c1 (configuration not stated)	0.6%	-7%	-3%	-4%
4	O=S(=O)(Nc1ccccc1Cl)c1ccc(F)cc1	-0.1%	-11%	-2%	8%
5	COC(=O)c1ccccc1NC(=O)c1cnn(-c2ccc(F)cc2)c1-n1cccc1	28%	15%[10.9 µM]	6%	-5%
6	CCOC(=O)c1nnn(CC(=O)Nc2cc(C)cc(C)c2)c1C(=O)OCC	?	5%[10.9 µM]	4%	26%
7	COc1ccc(-c2cccc(NS(=O)(=O)c3ccc(C)s3)c2)nn1	?	8%[10.9 µM]	-11%	-24%
8	Cc1cccc2cc(CN(CCN3CCCC3)C(=O)NC3CCCCC3)c(=O)[nH]c12	-0.8%	-4%	-2%	-11%
9	COc1cc(NC(=O)CSc2nc3nc(C)c(Cc4ccc(C)cc4)c(C)n3n2)cc(OC)c1	?	-8%[10.9 µM]	9%	?
10	CC(=O)Nc1ccc(NC(=O)C(NC(=O)C2CCC(C)CC2)C(C)C)cc1 (configuration not stated)	?	3%[10.9 µM]	-3%	22%
11	CCOCCCn1c(=N)c(C(=O)NCc2ccccc2)cc2c(=O)n3ccccc3nc21	-1.6%	-8%[10.9 µM]	-6%	-1%
12	Cc1nn(C)c2c1c(-c1ccccc1)cc(=O)n2C(C)C(=O)NCCc1ccc(Cl)cc1 (configuration not stated)	?	-1%[10.9 µM]	15%	-19%
13	Cc1nn(-c2ccc(Cl)cc2)c(N)c1C(O)(CSc1nccn1C)C(F)(F)F (configuration not stated)	1.8%	-18%	-2%	-11%
14	CC(=O)N1CCC(=NNC(=O)CSc2cc(C)c(Br)cc2C)CC1	/	/	-20%	29%
15	O=S(=O)(/N=C(/Nc1cc(N2CCOCC2)ncn1)c1ccccc1)c1ccccc1	1.1%	-50%[inhibitor]	?	?
16	O=c1c2ccccc2nc(SCc2cccc(F)c2)n1Cc1ccco1	?	-12%	-2%	14%
17	Cc1ccc(C)c(S(=O)(=O)c2nnn3c2nc(NC2CCCC2)c2sccc23)c1	-1.3%	-10%[10.9 µM]	2%	4%
18	Cc1ccc(-c2nnc(CSc3nnc(COc4ccccc4)n3-c3ccccc3)o2)cc1	?	-7%	25%	-6%
19	COc1ccccc1CNc1nc(-c2ccco2)nn1C(=O)c1cc(OC)c(OC)c(OC)c1	?	10%[10.9 µM]	2%	-13%
20	COc1ccccc1-c1cc(C(=O)Nc2cc(OC)c(OC)c(OC)c2)no1	?	-22%[10.9 µM]	-5%	-15%
21	Cc1ccc(NC(=O)C2CCCN(c3nc4ccccc4s3)C2)c(C)c1 (configuration not stated)	5.8%	-6%[10.9 µM]	2%	-22%
22	O=C(COc1ccc2oc3c(c2c1)CCCC3)Nc1ccc(Br)cc1	-2.9%	-9%[10.9 µM]	2%	-25%
23	Cc1ncc(CSc2nc3ccccc3[nH]2)c(N)n1	0.5%	-4%	8%	0%
24	CC(NC(=O)Nc1ccc2c(c1)OCO2)C1CCCO1 (configuration not stated)	-2.9%	-21%	?	-25%
25	O=C(Nc1ccccc1C(=O)OCc1cc(=O)n2nc(C3CC3)sc2n1)c1cccc(Cl)c1	?	-11%[10.9 µM]	2%	12%

Some of these compounds in order of length of the SMILES, high to low:
No.	SMILES	IkB signaling	Peg3 imprint	p53ts 32C kill	p53ts 39C tox
25	O=C(Nc1ccccc1C(=O)OCc1cc(=O)n2nc(C3CC3)sc2n1)c1cccc(Cl)c1	?	-11%[10.9 µM]	2%	12%
17	Cc1ccc(C)c(S(=O)(=O)c2nnn3c2nc(NC2CCCC2)c2sccc23)c1	-1.3%	-10%[10.9 µM]	2%	4%
21	Cc1ccc(NC(=O)C2CCCN(c3nc4ccccc4s3)C2)c(C)c1 (configuration not stated)	5.8%	-6%[10.9 µM]	2%	-22%
24	CC(NC(=O)Nc1ccc2c(c1)OCO2)C1CCCO1 (configuration not stated)	-2.9%	-21%	?	-25%

Next structures:
No.	SMILES	IkB signaling	Peg3 imprint	p53ts 32C kill	p53ts 39C tox
26	Cc1ccc(NC(=O)C(Cc2c[nH]c3ccccc23)NC(=O)OCC(C)C)cc1 (configuration not stated)	?	-17%[10.9 µM]	1%	6%
27	COc1ccccc1/C=C/c1nc(C#N)c(NCCc2ccccc2)o1	1.2%	-15%[10.9 µM]	-5%	-12%
28	COCCNC(=O)CSc1nc2cc(OC)c(OC)cc2c(=O)n1CCC1=CCCCC1	0.0%	4%	-1%	9%
29	O=S(=O)(c1ccc2ccccc2c1)n1nc(-c2ccco2)nc1NCc1ccc(F)cc1	?	-7%[10.9 µM]	4%	1%
30	Cc1ccc(S(=O)(=O)N2CCC(C(=O)OCC(=O)N3CCc4ccccc43)CC2)cc1	0.2%	-6%	0%	0%
31	O=C(NCCN1CCCCCC1)C1CC(=O)N(CCc2ccccc2)C1 (configuration not stated)	0.3%	-15%	-2%	-2%
32	Cc1cc(C)nc(Nc2n[nH]c(Cc3ccccc3)n2)n1	0.7%	-3%	4%	2%
33	CCc1ccc(NC(=O)c2sc3nc4c(cc3c2N)CN(CC)CC4)cc1	1.0%	-5%[10.9 µM]	-3%	-17%
34	O=C(O)c1nnsc1-c1csnn1	-1.0%[11.4 µM]	-12%[10.9 µM]	1%[9.22 µM]	-17%[9.22 µM]
35	Cc1ccc(NC(=O)CCn2nc(C)c(S(=O)(=O)N3CCCCC3)c2C)cc1Cl	?	-8%[10.9 µM]	6%	-13%
36	O=C(CC1C(=O)NCCN1C(=O)Nc1ccccc1)Nc1ccc2c(c1)OCO2 (configuration not stated)	-1.3%	1%	1%	-1%
37	Cn1c(=O)c2[nH]c(CCCCc3nc4ccccc4[nH]3)nc2n(C)c1=O	1.2%[11.4 µM]	-16%[10.9 µM]	8%[9.22 µM]	1%[9.22 µM]
38	CC1(C)Cc2ccccc2-c2nc3ccccc3c(=O)n21	-2.2%	-18%	-11%	1%
39	O=C(CN1CCN(c2ccc(F)cc2)CC1)Nc1ccc(F)c(F)c1	2.4%	1%	-12%	-9%
40	CC1(C)CC(=O)C=C(NC2CC(C)(C)NC(C)(C)C2)C1	0.8%	-11%	-7%	-11%
41	CCSc1nnc(NC(=O)c2cnccn2)s1	-3.2%	-2%	-4%	-4%
42	CC1(C)CC2(CCO1)CNC(=O)O2 (configuration not stated)	1.0%	3%	-4%	7%
43	c1ncc(-c2ccoc2)c(NC2CC2)n1	-2.0%[11.4 µM]	?	4%	5%
44	CC(C)CCN(Cc1ccco1)C(=O)c1cc2c(Cl)nc3ccccc3c2s1	?	-10%[10.9 µM]	4%	-11%
45	O=C1c2ccccc2C(=O)N1CCCc1c[nH]c2ccccc12	/	/	19%	-23%
46	O=C(NC1CCCC1)C1CCC(=O)N1C1CCCC1 (configuration not stated)	-0.4%	-8%	-1%	-4%
47	COc1ccc(CNS(=O)(=O)c2cc3c(cc2C)N(C)CCO3)cc1	33%	4%[10.9 µM]	7%	-2%
48	COc1cccc(-n2c(SCC(=O)Nc3cccc(Cl)c3)nc3c(oc4ccccc43)c2=O)c1	?	4%[10.9 µM]	8%	-11%
49	COC(=O)C1CCN(C(c2ccc(OC)c(OC)c2)c2sc3nc(C)nn3c2O)CC1 (configuration not stated)	-1.7%	-18%	-6%	19%
50	O=C(/C=N/O)Nc1ccccc1	2.0%	-13%	-3%	-5%
51	CCOC(=O)CSc1nc2ccc(NC(=O)c3ccccc3F)cc2s1	?	-20%[10.9 µM]	?	-7%
52	Cc1c(NC(=O)c2ccccc2)cc(C(C)C)c(O)c1S(=O)(=O)c1ccc(Cl)cc1	3.4%	-14%[10.9 µM]	13%	-3%
53	CC(=O)Nc1c(C(=O)Nc2ccccc2F)oc2ccccc12	?	-8%[10.9 µM]	-13%	-14%
54	COc1cc(OC)c(C2N(c3ccc(Cl)cc3)C(=O)C3CCCN32)cc1OC (configuration not stated)	-2.5%	-11%	8%	-1%
55	COc1ccccc1N1CCN(CC(O)COc2cc(C)cc(C)c2)CC1 (configuration not stated)	?	-13%[10.9 µM]	-5%	-18%
56	Cc1cccc(N2CCN(C(=O)Cn3ncc4c5ccccc5n(C)c4c3=O)CC2)c1C	?	29%[10.9 µM]	-5%	3%
57	COc1cccc(N2CC34C=CC(O3)C(C(=O)O)C4C2=O)c1 (configuration not stated)	-0.2%	0%	3%	16%
58	CCc1cccc(C)c1NC(=O)CCCn1nc(C)c2sc3ccccc3c2c1=O	-1.2%	6%[10.9 µM]	-5%	-19%
59	Cc1ccc(Cn2c(CN3CCC(C(=O)NCc4ccccc4C)CC3)cc3ccccc32)cc1	?	20%[10.9 µM]	14%	-25%
60	O=C(NCCC1=CCCCC1)c1cnccn1	-3.4%	-35%[inhibitor]	-8%	3%
61	Cc1ccc(Nc2nnc(-c3ccc4c(c3)OCO4)o2)c(C)c1	4.1%[11.4 µM]	-3%[10.9 µM]	-4%[9.22 µM]	-17%[9.22 µM]
62	CCc1ccc(S(=O)(=O)NCCc2cn3ccsc3n2)cc1	1.4%	-8%[10.9 µM]	8%	-17%
63	Clc1ccc(C2[C@H]3CN(CC4CCCCC4)[C@H](c4ccccc4)C34CC2(c2cccnc2)C4)cn1 (some centres not stated)	/	-11%	19%	-21%
64	C=C[C@@]1(C)CC(=O)[C@@]2(O)[C@@]3(C)[C@H](O)CCC(C)(C)[C@@H]3[C@H](O)[C@H](OC(C)=O)[C@]2(C)O1	2.4%	/	-13%	-11%
65	O=C1Nc2ccccc2C12OCC1(CO2)COC2(OC1)C(=O)Nc1ccccc12 (configuration not stated)	-0.4%	-11%	18%	2%
66	O=c1c2ccccc2nc(-c2ccccc2)n1CCN1CCOCC1	0.2%	-9%	4%	9%
67	CSc1nc(N2CCN(CCO)CC2)c2sc3nc(-c4ccco4)c4c(c3c2n1)CCC4	?	-38%[inhibitor]	-16%	-11%
68	COc1ccc(CN2CC(C(=O)NCCCN3CCN(Cc4ccccc4)CC3)CC2=O)cc1 (configuration not stated)	-2.2%	-20%	-7%	-9%
69	O=C(COC(=O)Cn1cnc2ccccc21)NCCc1ccccc1	0.6%	?	13%	3%
70	O=C(NCCCn1ccnc1)c1cn(-c2ccccc2)nc1-c1ccccc1	-0.9%	-2%	?	-29%
71	COc1ccc(-c2nn3cnnc3s2)cc1OC	-3.0%	-7%	-6%	-1%
72	COC(=O)Cc1c(C)nc2nc(Cc3ccccc3)[nH]n2c1=O	3.3%	-5%	8%	13%
73	COc1ccc2c(CNCCc3ccc(SC)cc3)c(C(=O)O)n(Cc3ccc(F)cc3)c2c1	?	-12%[10.9 µM]	19%	?
74	COC(=O)c1ccc(CSc2nc3c(cnn3-c3ccc(F)cc3)c(=O)[nH]2)o1	0.1%	-12%	18%	-6%
75	CCN1C(=O)c2ccc(C(=O)O)cc2C1=O	-1.8%	5%	-5%	25%
76	Cc1cccc(-c2nnn(CC/C(N)=N/O)n2)c1	-0.5%	-27%	-4%	-19%

4 entries from above, field by field.
55) COc1ccccc1N1CCN(CC(O)COc2cc(C)cc(C)c2)CC1 (configuration not stated)
  IkB signaling: ?	Peg3 imprint: -13%[10.9 µM]	p53ts 32C kill: -5%	p53ts 39C tox: -18%
56) Cc1cccc(N2CCN(C(=O)Cn3ncc4c5ccccc5n(C)c4c3=O)CC2)c1C
  IkB signaling: ?	Peg3 imprint: 29%[10.9 µM]	p53ts 32C kill: -5%	p53ts 39C tox: 3%
57) COc1cccc(N2CC34C=CC(O3)C(C(=O)O)C4C2=O)c1 (configuration not stated)
  IkB signaling: -0.2%	Peg3 imprint: 0%	p53ts 32C kill: 3%	p53ts 39C tox: 16%
58) CCc1cccc(C)c1NC(=O)CCCn1nc(C)c2sc3ccccc3c2c1=O
  IkB signaling: -1.2%	Peg3 imprint: 6%[10.9 µM]	p53ts 32C kill: -5%	p53ts 39C tox: -19%

Screening results deposited in PubChem by National Center for Advancing Translational Sciences (NCATS).
